m-calpain inh: blocks pig calpain II enzyme activity. inhibition, % at 16 µM. purified calpain II, fluorogenic peptide substrate, 30 min. AID 1236. 0.37% of 220,000 active;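 active means inhibition above about 50%, limit read from the data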
Runt-CBFb FRET: Runt domain-CBFb interaction inhibition; Q01196+Q13951; Cerulean-Runt/Venus-CBFb FRET ratio 530/480, 1 h; inhibition, % at 20 µM; 0.46% of 220,000 active;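 active means inhibition over about 50% at 20 µM in the single-dose screen, limit read from the data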;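 further: 0% = DMSO wells and 100% = excess unlabeled CBFb competitor control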
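Reagent – Venus-CBFb binding partner, 100 nM · Assay system – Cerulean-tagged RUNX1 Runt domain (FRET donor) fusion protein · Input – 100 nM per protein · Incubation – two 1 h room-temperature incubations shielded from light · Measured by – FRET fluorescence · Medium – Tris buffer pH 7.5 with salts and BSA · Benchmarks – unlabeled CBFb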
Furin inhibitor: inhibitors of human furin. P09958. purified furin, fluorogenic substrate cleavage. inhibition, % at 30 µM. 0.061% of 220,000 active; in the data active means inhibition above about 25%; further: inactives centre near -15
p97 inhibitor: inhibitors of human p97 ATPase. P55072. recombinant p97 ATPase, Kinase-Glo ATP luminescence, 3 h. inhibition, % at 8 µM. 0.42% of 220,000 active. AID 1481; in the data active means inhibition above about 15%;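 further: 0% = DMSO vehicle and 100% = wells lacking enzyme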
Target sequence (P55072 whole entry, looked up): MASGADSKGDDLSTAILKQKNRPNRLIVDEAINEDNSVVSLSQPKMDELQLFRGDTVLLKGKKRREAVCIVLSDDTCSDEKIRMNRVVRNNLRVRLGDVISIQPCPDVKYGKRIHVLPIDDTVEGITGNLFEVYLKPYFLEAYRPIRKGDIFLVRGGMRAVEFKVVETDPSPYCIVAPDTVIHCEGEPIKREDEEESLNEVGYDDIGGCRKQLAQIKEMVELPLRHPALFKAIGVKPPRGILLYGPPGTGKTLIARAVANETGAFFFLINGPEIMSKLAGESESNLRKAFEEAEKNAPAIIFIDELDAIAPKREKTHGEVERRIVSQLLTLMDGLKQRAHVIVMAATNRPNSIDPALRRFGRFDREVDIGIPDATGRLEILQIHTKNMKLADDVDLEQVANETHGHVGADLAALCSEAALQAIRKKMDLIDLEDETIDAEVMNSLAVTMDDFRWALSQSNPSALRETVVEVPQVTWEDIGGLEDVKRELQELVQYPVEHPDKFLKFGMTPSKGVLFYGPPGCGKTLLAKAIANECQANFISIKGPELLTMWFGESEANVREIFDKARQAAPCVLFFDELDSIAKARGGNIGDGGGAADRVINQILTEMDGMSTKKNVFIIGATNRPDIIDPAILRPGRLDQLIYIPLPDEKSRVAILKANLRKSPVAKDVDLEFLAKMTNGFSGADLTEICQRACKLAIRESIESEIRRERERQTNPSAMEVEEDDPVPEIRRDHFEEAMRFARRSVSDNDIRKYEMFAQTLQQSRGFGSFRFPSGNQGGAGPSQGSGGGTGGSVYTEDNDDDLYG
NCF1 inh: inhibitors of human p47phox binding. P14598. p47phox/p22phox peptide binding, fluorescence polarization, 2 h. inhibition, % at 24.7 µM. 0.53% of 220,000 active;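 active means inhibition above about 30%, limit read from the data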;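 further: 0% = p47phox with labelled peptide and 100% = labelled peptide alone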
Runt-SMMHC FRET: Runt domain-CBFb-SMMHC interaction inhibition | Q01196+Q13951 | Cerulean-Runt/Venus-CBFb-SMMHC FRET ratio 530/480, 1 h | inhibition, % at 20 µM | 0.74% of 220,000 active | AID 1434;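 active means mean inhibition across duplicate retests at 20 µM reaching about 50%, limit read from the data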;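 further: 0% = DMSO wells and 100% = wells with excess untagged CBFb-SMMHC; inhibitors lower the FRET ratio by blocking Runt binding to CBFb-SMMHC; some results filed as inactive read as strong as hits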
TbHK1 inh: T. brucei hexokinase 1 inhibition. AID 1430. recombinant TbHK1, G6PDH-coupled NADH A340. inhibition, % at 10 µM. 0.11% of 220,000 active;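 active means inhibition of 50% or more in the single-dose primary screen; inactive means inhibition below 50%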
RBBP9 inh: human RBBP9 hydrolase inhibition. O75884. recombinant RBBP9, FP-Rh probe fluorescence polarization. inhibition, % at 7.94 µM. 0.2% of 220,000 active. AID 1515;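 active means inhibition above the campaign mean of all tested compounds plus 3 SD, cut at about 14% in these data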;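 further: plate controls were DMSO wells with RBBP9 for no effect and wells lacking RBBP9 protein for full effect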
Target sequence (O75884 whole entry, looked up): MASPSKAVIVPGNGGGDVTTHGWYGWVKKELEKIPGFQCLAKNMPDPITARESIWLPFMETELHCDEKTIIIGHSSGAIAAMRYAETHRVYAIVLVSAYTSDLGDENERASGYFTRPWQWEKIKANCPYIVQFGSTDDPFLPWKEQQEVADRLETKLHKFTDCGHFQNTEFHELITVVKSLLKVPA
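system = RBBP9 protein | input = RBBP9 at 2.5 µM in dispensed solution, before mixing | measured by = fluorescence polarization (mP), excitation 525 nm, emission 598 nm | incubation = enzyme-compound preincubation 30 min, then probe labeling 45 min, 25 °C | buffer or medium = Tris-NaCl-Pluronic buffer, pH 8.0 | compound = single dose 7.94 µM | also added = FP-Rh probe, 375 nM dispensing solution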
EBV gp42 inh: EBV gp42 inhibition; Q1HVG2; Fluorescence polarization binding assay, mP read-out; inhibition, % (tested at 21.74 µM); 0.42% of 220,000 active; in the data active means inhibition above about 50%
Starred values were filed as active, the others as inactive; / = not tested or not shown; [ ] = remark or other dose.

nr	EBV gp42 inh	Furin inhibitor	Runt-CBFb FRET	m-calpain inh	Runt-SMMHC FRET	RBBP9 inh	TbHK1 inh	p97 inhibitor	NCF1 inh	Molecule
1	/	-22[20 µM]	/	/	/	2	5	7	/	O=C1c2ccccc2-c2ncnc3cccc1c23
2	-4	-18	1	-9	0	1	-2	7	-10	Cn1c(SCC(=O)Nc2ccc(F)cc2F)nnc1-c1cccnc1
3	-13	-24[20 µM]	9	3	28	0	1	-3	7	CCOc1cc(C(=O)N2CCCC2)cc(OCC)c1OCC
4	-18	-32	0	1	0	-6	3	7	-12	O=C(C1CCCCC1)N1CCN(c2nc(-c3ccc(F)cc3)cs2)CC1
5	-25	-21[20 µM]	-3	1	2	-7	-1	-4	-6	C=C(C)Cn1c(CCCNC(=O)C(C)(C)C)nc2ccccc21
6	-6	-3	0	12	-1	-5	1	-4	-2	Cc1ccc(NC(=O)CCSc2ccccn2)cc1
7	-3	-16[20 µM]	3	8	2	3	-21	7	-13	COCc1nnc(NC(=O)c2sc3ccccc3c2Cl)s1
8	-26	-35	-1	-19	3	-5	-1	4	-5	Cc1nnsc1C(=O)NC(C)c1ccccc1 (stereo not given)

nr	EBV gp42 inh	Furin inhibitor	Runt-CBFb FRET	m-calpain inh	Runt-SMMHC FRET	RBBP9 inh	TbHK1 inh	p97 inhibitor	NCF1 inh	Molecule
9	-21	-6	0	16	-6	-7	-13	-1	-8	COc1cc([N+](=O)[O-])cc(/C=N/NC(=O)Cn2nc(C)cc2C)c1O
10	31	-35	7	30	1	-7	-3	-1	-3	COc1ccc(C(=O)CSc2nnc(-c3cccnc3)n2Cc2ccco2)cc1
11	-6	-9	10	-15	-4	-5	-11	15*	-42	O=C(NCc1ccco1)c1sc(=S)n2c1[nH]c(=O)c1ccccc12
12	-9	-15[20 µM]	-1	-1	-1	-4	3	-2	0	Fc1cccc(-n2ncc(-c3nnnn3-c3ccccc3)c2C(F)(F)F)c1
13	-7	-13	-2	24	2	-6	-17	-5	-9	COc1cc(/C=N/N2CCN(C3c4ccccc4-c4ccccc43)CC2)cc(OC)c1OC
14	-3	-9	2	17	1	-10	-12	-1	7	COc1ccccc1NC(=S)NC(=O)c1ccc(Cn2cc(Br)cn2)cc1
15	-6	-4	1	-3	1	-274	-9	7	2	Cc1ccc2c(C)c(C(=O)Nc3ccc(S(N)(=O)=O)cc3)oc2c1C
16	-6	-13	-3	-44	-18	-10	-8	2	-18	CCOC(=O)c1c(NC(=O)COC(=O)c2ccc(O)cc2)sc(C(=O)N(C)C)c1C

nr	EBV gp42 inh	Furin inhibitor	Runt-CBFb FRET	m-calpain inh	Runt-SMMHC FRET	RBBP9 inh	TbHK1 inh	p97 inhibitor	NCF1 inh	Molecule
17	-27	-18	2	-9	-3	-8	2	4	-3	O=C(CSc1nc2[nH]ncc2c(=O)[nH]1)c1ccc(Cl)cc1
18	-18	-3	6	-7	-1	-3	-2	2	-3	O=C(NC1CCCC1)C(c1ccc(Cl)cc1)N1CCOCC1 (stereo not given)
19	-3	-16	-2	-8	3	-1	7	-1	-15	Cc1ccc(-c2[nH]ncc2CNCCc2cnn(-c3ccccc3)c2)cc1C
20	1	-15[20 µM]	-186	-8	-3	-11	-7	0	-13	Cc1ccc([N+](=O)[O-])cc1N/C=C/C(=O)c1ccco1
21	-10	7	-2	2	-7	2	4	8	-3	COc1ccc(C(=O)c2coc3c2C(=O)C(=O)c2ccccc2-3)cc1
22	-12	-13	0	5	-6	-3	-2	-4	-8	COc1ccc(NC(=O)c2ccc(C#CC(C)(C)O)cc2)cc1
23	-7	-30	-1	-5	1	-5	1	8	19	CC(=O)c1ccc(-n2nnnc2SCC(=O)N2CCN(C(=O)c3ccco3)CC2)cc1
24	-15	-25[20 µM]	0	9	-5	-4	-3	-4	-1	CC(=O)OCc1c(C(F)(F)F)nn(C)c1Oc1cccc(C(F)(F)F)c1

nr	EBV gp42 inh	Furin inhibitor	Runt-CBFb FRET	m-calpain inh	Runt-SMMHC FRET	RBBP9 inh	TbHK1 inh	p97 inhibitor	NCF1 inh	Molecule
25	-8	-23	-2	17	-4	-6	-1	3	-12	COc1cc(OC)c(NC(C)C(=O)N2CCCC2)cc1Cl (stereo not given)
26	-1	-18	-3	20	-8	-5	-17	10	3	CN(NC1OC(=O)c2ccccc21)c1c([N+](=O)[O-])cc(C(F)(F)F)cc1[N+](=O)[O-] (stereo not given)
27	-13	-11	22	-32	48	-9	-7	-7	-14	COc1ccccc1N1N=C(c2cccs2)CC1c1ccccc1 (stereo not given)
28	-10	1[20 µM]	0	1	5	-3	5	-5	6	Cc1ccc(OCC(=O)Sc2ccc(C)cc2)cc1
29	2	-11[20 µM]	-6	-47	-3	-5	0	4	-3	C=CCn1c(CCC(=O)Nc2ccc(C)c(Cl)c2)nnc1SCC(=O)Nc1ccccc1C
30	10	-8	-2	26	-1	-5	6	-6	-7	N#Cc1c(-n2cccc2C=O)sc2c1CCCC2
31	-9	-21	0	-18	0	0	-2	-3	-4	Cc1ccccc1CC1(CO)CCCN(C(=O)c2ccc(F)cc2)C1 (stereo not given)
32	40	-10	-6	12	-26	4	-21	4	77*	CC(=O)N1C=Cc2c(c(C)c3c([nH]c4ccccc43)c2C)C1

nr	EBV gp42 inh	Furin inhibitor	Runt-CBFb FRET	m-calpain inh	Runt-SMMHC FRET	RBBP9 inh	TbHK1 inh	p97 inhibitor	NCF1 inh	Molecule
33	-16	-10	-3	-7	-6	-5	-19	11	-22	O=C(COC(=O)c1ccco1)Nc1nc2ccc([N+](=O)[O-])cc2s1
34	-3	-22	-2	-10	0	-5	-6	-2	-3	CCOC(=O)Cc1c(C)nc(Cc2ccc(OC(C)C)cc2)[nH]c1=O
35	-57	-7	-2	-60	-37	1	-1	0	-27	CCOC(=O)c1sc2nc(CSc3nc4ccccc4n3CC)[nH]c(=O)c2c1C
36	-7	-9	2	6	3	2	-3	7	-6	Cc1ccc2nsnc2c1S(=O)(=O)N1CCCC1
37	-16	-22	-1	-33	-1	-1	-7	1	-16	O=C(/C=C/c1ccccc1)Nc1cccc(C(=O)O)c1
38	-4	-13	0	11	2	-13	-1	-4	4	CCOC(=O)c1[nH]c2c(c1-c1ccccc1)C(=O)CC(c1ccc(OCC)cc1)C2 (stereo not given)
39	7	-18	-2	22	-1	2	0	6	7	CC(=O)Nc1nc(SCC(=O)NCc2ccc(F)cc2)[nH]c(=O)c1NC(=O)c1cccs1
40	-7	-32	0	-22	2	-5	0	1	-12	Cc1ccc(C)c(NC(=O)CSc2nnc(CNC(=O)c3cccs3)o2)c1

5 structures from above, arranged by SMILES length, smallest number first.
nr	EBV gp42 inh	Furin inhibitor	Runt-CBFb FRET	m-calpain inh	Runt-SMMHC FRET	RBBP9 inh	TbHK1 inh	p97 inhibitor	NCF1 inh	Molecule
36	-7	-9	2	6	3	2	-3	7	-6	Cc1ccc2nsnc2c1S(=O)(=O)N1CCCC1
34	-3	-22	-2	-10	0	-5	-6	-2	-3	CCOC(=O)Cc1c(C)nc(Cc2ccc(OC(C)C)cc2)[nH]c1=O
40	-7	-32	0	-22	2	-5	0	1	-12	Cc1ccc(C)c(NC(=O)CSc2nnc(CNC(=O)c3cccs3)o2)c1
33	-16	-10	-3	-7	-6	-5	-19	11	-22	O=C(COC(=O)c1ccco1)Nc1nc2ccc([N+](=O)[O-])cc2s1
35	-57	-7	-2	-60	-37	1	-1	0	-27	CCOC(=O)c1sc2nc(CSc3nc4ccccc4n3CC)[nH]c(=O)c2c1C

(next part)
nr	EBV gp42 inh	Furin inhibitor	Runt-CBFb FRET	m-calpain inh	Runt-SMMHC FRET	RBBP9 inh	TbHK1 inh	p97 inhibitor	NCF1 inh	Molecule
41	-3	-24	-5	18	4	1	-4	2	2	Cc1ccc(S(=O)(=O)N2CCCC(C(=O)NNCC(=O)Nc3cc(F)ccc3F)C2)cc1 (stereo not given)
42	7	-11	1	-37	0	-13	-9	-3	-3	CCOC(=O)c1cc(NC(=O)Nc2ccc(Br)cc2)c(C)nc1C
43	13	-23	-4	-9	-21	-2	-6	3	-1	Cc1ccc2nc(-c3ccncc3)c(NC3CCCCC3)n2c1
44	-12	-21	1	-3	-5	-1	-6	8	-17	CCOCc1cc(=O)[nH]c(SC)n1
45	-11	-10[20 µM]	1	18	1	0	-3	4	-5	COc1ccc(N2C(=O)CC(n3c(CCCCO)nc4ccccc43)C2=O)cc1 (stereo not given)
46	-13	-31	1	-17	0	-10	-3	1	-12	Cc1cnc(NC(=O)[C@H](C)N2C(=O)C3CCCCC3C2=O)s1 (stereo not given in full)
47	0	-10	-2	23	-6	-4	18	-1	-14	Cc1ccc(CN2CCc3c(OCc4ccc(F)cc4)cccc3C2=O)cc1
48	-16	3[20 µM]	0	-46	13	-9	3	-5	-10	FC(F)(F)c1ccc(N2CCN(c3ncnc4c3nnn4Cc3ccccc3Cl)CC2)cc1

nr	EBV gp42 inh	Furin inhibitor	Runt-CBFb FRET	m-calpain inh	Runt-SMMHC FRET	RBBP9 inh	TbHK1 inh	p97 inhibitor	NCF1 inh	Molecule
49	-11	1[20 µM]	2	4	1	0	1	-2	-6	CN1C(=O)CC(N2CCN(C(c3ccccc3)c3ccccc3)CC2)C1=O (stereo not given)
50	10	-50	11	-386	34	-7	-13	6	-8	O=C(CSc1nc2nc(-c3cccs3)cc(C(F)(F)F)c2c(=O)[nH]1)NCc1ccco1
51	9	-17	5	-34	4	-4	-3	-4	-4	O=C(CS(=O)(=O)c1ccccc1)NCc1ccco1
52	-29	-16[20 µM]	-2	-9	-3	-7	-2	-2	-5	CN(C)C(=O)CSc1nnc(-c2cnccn2)n1C
53	-20	-19	-2	61*	-1	4	-5	4	-11	Cc1nnc(Oc2ccccc2F)c2ccccc12
54	4	-15[20 µM]	3	-31	-7	-5	-4	2	-17	O=C1NC(=O)C(Nc2cccc3ccccc23)S1 (stereo not given)
55	-14	-11	-2	-6	2	-1	-4	8	-4	CCn1ncc(Br)c1C(=O)Nc1ccc(F)c([N+](=O)[O-])c1
56	-10	-19	-4	-2	-9	-1	-8	-2	-5	CCOc1ccc(C2C=C(c3ccccc3)Nc3nnnn32)cc1 (stereo not given)

nr	EBV gp42 inh	Furin inhibitor	Runt-CBFb FRET	m-calpain inh	Runt-SMMHC FRET	RBBP9 inh	TbHK1 inh	p97 inhibitor	NCF1 inh	Molecule
57	-13	-4[20 µM]	1	-26	-3	-9	-14	4	-13	Fc1cccc(Oc2nc3ccccc3n3cccc23)c1
58	-10	-17	-2	-15	2	-6	-23	1	2	COc1ccc(NC(=O)/C=C/c2cc(OC)c(OC)c(OC)c2)cn1
59	7	10[20 µM]	-1	15	0	-2	2	6	0	Cc1cc(C)nc(N2CCCC(C(=O)Nc3nnc(C(C)C)s3)C2)n1 (stereo not given)
60	1	-44	0	2	5	9	1	1	/	O=C(Nc1ccc(F)cc1)N1CCN(c2ccc(F)cc2)CC1
61	-1	-18	-2	-31	1	-1	2	1	-4	CCOc1ccc(Cn2nnc(C(=O)Nc3ccc(OC)cc3OC)c2N)cc1
62	-15	-22	0	7	-2	0	-1	5	1	O=C(CCC(=O)N(CC(=O)NC1CCCCC1)CC1CCCO1)Nc1nccs1 (stereo not given)
63	10	-20	41	1	17	-10	5	-3	0	Nc1ccc(N2CCCCC2)c(S(=O)(=O)Nc2ccccc2Cl)c1
64	-43	-9	-15	-29	-33	-5	32	6	-8	CN(c1ccc([N+](=O)[O-])cc1/C=N/NC(=O)COc1ccccc1)C1CCCCC1

Random draw from the library. Share with any hit: about 2.7%.
